Mtb BioA inh – M. tuberculosis BioA enzyme inhibitors, primary screen, biochemical, plate reader, single point, HTS | 7,8-diaminopelargonic acid synthase BioA (Mycobacterium tuberculosis) | purified M. tuberculosis BioA enzyme | inhibition, % at 9.99 µM | 360,000 tested, 0.096% active | AID 602481, 2012; in the data active = inhibition above about 40%
* hit, by the source's call. This is a subset; the hit share may differ from the screen's.

SMILES | Mtb BioA inh
CCCNC(=O)C[C@@H]1CC[C@@H]2[C@@H](COc3ccc(NC(=O)Nc4ccccc4)cc3C(=O)N2C)O1 | 6.1
C[C@@H]1CN([C@@H](C)CO)C(=O)Cc2cc(NC(=O)C3CC3)ccc2O[C@H]1CN(C)C(=O)Nc1ccc(C(F)(F)F)cc1 | 1.6
COCC(=O)Nc1ccc2c(c1)OC[C@@H](C)N(C(=O)c1ccncc1)C[C@@H](C)[C@H](OC)CN(C)C2=O | -0.9
CO[C@@H]1CC[C@H]2CCN(C)C(=O)[C@@H](C)N(C)C(=O)c3cccc(C#N)c3OC[C@@H]1O2 | -0.6
C[C@H](CO)N1C[C@H](C)[C@H](CN(C)C(=O)Nc2ccc3c(c2)OCO3)Oc2c(NC(=O)Nc3ccc4c(c3)OCO4)cccc2C1=O | -1.2
CC(C)CC#Cc1ccc2c(c1)O[C@H](CN(C)C(=O)NC(C)C)[C@H](C)CN([C@@H](C)CO)S2(=O)=O | -2.7
C[C@H](CO)N1C[C@H](C)[C@@H](CN(C)C(=O)CCC(F)(F)F)OCCCC[C@H](C)Oc2ccc(NC(=O)c3ccccc3)cc2C1=O | 0.3
COc1ccccc1CNC(=O)C[C@H]1CC[C@@H]2[C@H](COC[C@@H](O)CN2C(=O)Nc2ccc(C(F)(F)F)cc2)O1 | 1.4
CNC(=O)C[C@@H]1CC[C@@H]2[C@H](COC[C@@H](O)CN2S(=O)(=O)c2ccccc2Cl)O1 | -2.1
CC(C)NC(=O)Nc1ccc2c(c1)C(=O)N([C@@H](C)CO)C[C@@H](C)[C@@H](CN(C)C(=O)C1CCCCC1)OCCCC[C@@H](C)O2 | 5.6
O=C(c1ccccc1)N1CC[C@@H]2[C@H]1c1cc(C#Cc3cccc(F)c3)ccc1N[C@@H]2CO | -2.7
CCC(=O)Nc1ccc2c(c1)OC[C@@H](C)N(CC1CC1)C[C@H](C)[C@@H](OC)CN(C)C2=O | 1.2
C[C@H](CO)N1C[C@H](C)[C@H](CN(C)Cc2ccc(Oc3ccccc3)cc2)Oc2c(NC(=O)c3nc4ccccc4s3)cccc2C1=O | -2.4
O=C(C[C@H]1CC[C@H](NS(=O)(=O)c2ccc(F)cc2)[C@@H](CO)O1)N1CCC(Cc2ccccc2)CC1 | 2.4
COc1ccc(NC(=O)N(C)C[C@@H]2Oc3c(NS(=O)(=O)c4ccc(F)cc4)cccc3C(=O)N([C@@H](C)CO)C[C@@H]2C)cc1 | -0.4
CO[C@H]1CN(C)C(=O)c2cc(NC(=O)NC(C)C)ccc2OC[C@H](C)N(Cc2ccccc2)C[C@H]1C | 3.9
COC(=O)C[C@H]1CC[C@H]2[C@@H](COC[C@@H](O)CN2S(=O)(=O)c2cn(C)cn2)O1 | -0.6
N#C[C@@H]1N[C@H](CO)[C@@H]1c1ccc(/C=C/c2ccccc2)cc1 | 1.2
COc1ccc(C#Cc2ccc([C@H]3[C@H](CO)N4CCCCN(C(=O)Cc5ccncc5)C[C@@H]34)cc2)cc1 | -1.0
COc1ccc(S(=O)(=O)N(C)C[C@@H]2Oc3ccc(NC(=O)Cc4ccccc4)cc3CC(=O)N([C@H](C)CO)C[C@H]2C)cc1 | 1.7
CCC(=O)N1[C@H](CNC(=O)CN(C)C)[C@H](c2ccc(C3=CCCC3)cc2)[C@@H]1CO | -2.0
Cc1ccc(S(=O)(=O)N(C)C[C@@H]2Oc3ccc(NC(=O)c4ccncc4)cc3CC(=O)N([C@H](C)CO)C[C@H]2C)cc1 | 0.8
O=C(C[C@@H]1CC[C@@H]2[C@H](COC[C@H](O)CN2C(=O)Nc2ccc(F)cc2)O1)NCCc1ccccc1 | 1.8
O=C(NCC[C@@H]1CC[C@H](NS(=O)(=O)Cc2ccccc2)[C@H](CO)O1)C1CC1 | -0.4
Cn1cnc(S(=O)(=O)N[C@@H]2CC[C@@H](CC(=O)Nc3ccc(-c4ccccc4)cc3)O[C@@H]2CO)c1 | 2.2

(list continues)
SMILES | Mtb BioA inh
COc1ccc(NC(=O)Nc2ccc3c(c2)CC(=O)N([C@H](C)CO)C[C@@H](C)[C@H](CN(C)S(=O)(=O)c2ccc(OC)cc2)O3)cc1 | 3.9
C[C@@H]1CN([C@@H](C)CO)C(=O)c2ccccc2-c2ccccc2CO[C@H]1CN(C)S(=O)(=O)c1cn(C)cn1 | -2.2
CCC(=O)N1CCCCN2[C@H](C1)[C@@H](c1ccc(C#CCOC)cc1)[C@@H]2CO | -2.1
Cc1ccc(S(=O)(=O)Nc2ccc3c(c2)C(=O)N([C@@H](C)CO)C[C@H](C)[C@H](CN(C)Cc2ccc(C(F)(F)F)cc2)OCCCC[C@H](C)O3)cc1 | 0.7
COc1ccc(NC(=O)N(C)C[C@H]2OCCCC[C@H](C)Oc3ccc(NS(=O)(=O)c4ccc(F)cc4)cc3C(=O)N([C@@H](C)CO)C[C@H]2C)cc1 | -1.7
CN1c2ccc(-c3ccccc3)cc2[C@@H]2[C@@H](CCN2C(=O)NC2CCCC2)[C@@H]1CO | -0.8
C[C@@H]1CN([C@@H](C)CO)C(=O)c2cc(-c3ccccc3F)cnc2O[C@@H]1CN(C)C(=O)C1CCOCC1 | -1.3
Cc1ccc(S(=O)(=O)N[C@H]2CC[C@H](CCNC(=O)CN3CCOCC3)O[C@@H]2CO)cc1 | -2.0
C[C@H]1CN([C@@H](C)CO)C(=O)Cc2cc(NC(=O)c3ccncc3)ccc2O[C@H]1CN(C)Cc1ccc(Cl)c(Cl)c1 | 0.1
O=C(CN1CCOCC1)N[C@@H]1CC[C@H](CCNS(=O)(=O)c2ccccc2F)O[C@H]1CO | -1.5
Cc1noc(C)c1S(=O)(=O)N(C)C[C@H]1Oc2ccc(NS(C)(=O)=O)cc2C(=O)N([C@@H](C)CO)C[C@H]1C | -1.8
CCCNC(=O)N[C@@H]1CC[C@H](CCn2cc(C3CC3)nn2)O[C@H]1CO | -1.9
C[C@H](CO)N1C[C@H](C)[C@H](CN(C)Cc2ccc(-c3ccccc3)cc2)Oc2ccc(NC(=O)CCN3CCOCC3)cc2C1=O | 0.1
COc1ccc(S(=O)(=O)N(C)C[C@@H]2OCCCC[C@@H](C)Oc3ccc(NS(=O)(=O)c4ccc(C)cc4)cc3C(=O)N([C@@H](C)CO)C[C@@H]2C)cc1 | -2.3
C[C@H](CO)N1C[C@H](C)[C@H](CN(C)Cc2ccc3c(c2)OCO3)Oc2c(NC(=O)C3CCCCC3)cccc2C1=O | 0.0
CC(C)NC(=O)N(C)C[C@H]1Oc2ccc(NC(=O)Cc3ccccc3)cc2C(=O)N([C@H](C)CO)C[C@H]1C | -2.8
C[C@H]1CN([C@@H](C)CO)C(=O)c2cccc(NC(=O)C3CCCCC3)c2O[C@@H]1CN(C)C(=O)Nc1ccc(C(F)(F)F)cc1 | 0.2
Cc1noc(C)c1NC(=O)Nc1ccc2c(c1)CC(=O)N([C@H](C)CO)C[C@@H](C)[C@H](CN(C)C(=O)Nc1ccccc1)O2 | 0.2
COc1ccccc1C#Cc1ccc([C@@H]2[C@H]3CN(C(=O)C4CC4)CCCCN3[C@H]2CO)cc1 | -0.9
C[C@H]1CN([C@@H](C)CO)C(=O)c2cc(NC(=O)Cc3cn(C)c4ccccc34)ccc2O[C@@H]1CN(C)C(=O)Nc1ccc2c(c1)OCO2 | -1.6
COCCN(C[C@H]1N[C@H](CO)[C@H]1c1ccc(-c2ccc(F)cc2)cc1)C(C)=O | 0.9
COc1ccc(NC(=O)N(C)C[C@@H]2OCCCC[C@@H](C)Oc3ccc(NC(=O)Nc4cccc5ccccc45)cc3C(=O)N([C@H](C)CO)C[C@@H]2C)cc1 | 3.1
Cc1ccc(S(=O)(=O)Nc2ccc3c(c2)C(=O)N([C@@H](C)CO)C[C@@H](C)[C@@H](CN(C)C(=O)c2ccccc2)OCCCC[C@@H](C)O3)cc1 | 1.4
CN1C(=O)c2cc(NC(=O)c3cscn3)ccc2OC[C@@H]2O[C@H](CC(=O)N3CCOCC3)CC[C@H]21 | -0.8
COc1ccccc1NC(=O)N1C[C@H]2[C@@H](c3ccccc31)[C@H](CO)N2C(=O)c1ccccc1 | 1.9

Following part
SMILES | Mtb BioA inh
C[C@H]1CN([C@@H](C)CO)S(=O)(=O)c2ccc(-c3ccccc3F)cc2O[C@@H]1CN(C)Cc1cccnc1 | 0.9
O=C(C[C@H]1CC[C@H]2[C@@H](COC[C@@H](O)CN2C(=O)Nc2ccc(F)cc2)O1)NC1CCC1 | 1.7
C[C@@H]1CN([C@@H](C)CO)C(=O)c2cc(/C=C/c3ccccc3)cnc2O[C@@H]1CN(C)C(=O)NC1CCCCC1 | -2.5
C[C@H](NC(=O)[C@@H]1N[C@@H]2c3ccc(C4=CCCC4)c(=O)n3C[C@@H]2[C@H]1CO)c1ccccc1 | -2.8
CO[C@H]1CN(C)C(=O)c2ccc(NC(=O)Nc3ccc(Cl)cc3)cc2OC[C@@H](C)N(C)C[C@H]1C | 4.9
CCC(=O)N[C@H]1CC[C@@H](CC(=O)NCc2ccc(OC)cc2)O[C@@H]1CO | -2.0
O=C(Nc1ccc(Cl)cc1)N1C[C@@H]2[C@H](c3ccccc31)[C@@H](CO)N2CC1CCCC1 | -3.4
C[C@@H]1CN([C@@H](C)CO)C(=O)c2cccc(NC(=O)C3CCCCC3)c2O[C@H]1CN(C)S(C)(=O)=O | -1.7
CCCNC(=O)[C@@H]1[C@@H](CO)[C@@H]2Cn3c(cccc3=O)[C@H]1N2C(=O)Nc1cc(F)ccc1F | 0.3
COc1ccc(CN(C)C[C@H]2Oc3c(NC(=O)Nc4ccccc4)cccc3C(=O)N([C@@H](C)CO)C[C@H]2C)cc1 | 1.0
C[C@@H]1CN([C@@H](C)CO)C(=O)c2cc(C3=CCCC3)cnc2O[C@@H]1CN(C)Cc1cccc(F)c1 | 2.5
O=S(=O)(N[C@@H]1CCCN(Cc2ccc(OCCO)cc2)C1)c1cc(Cl)ccc1Cl | 1.7
O=C(Nc1ccccc1F)N1C[C@H]2[C@@H](c3ccccc31)[C@@H](CO)N2C(=O)C1CCOCC1 | 3.3
O=C(CCN1CCCCC1)N[C@H]1CC[C@@H](CC(=O)N2CCC(Cc3ccccc3)CC2)O[C@H]1CO | -2.0
CO[C@H]1CC[C@H]2CCN(C)C(=O)[C@H](C)[C@H](OC)CN(C)C(=O)c3cc(C#N)ccc3OC[C@H]1O2 | -2.7
CCC(=O)N1C[C@@H]2[C@H](c3ccccc31)[C@@H](CO)N2Cc1cc(F)ccc1F | 6.3
COc1ccc(NC(=O)N(C)C[C@H]2Oc3ccc(NC(=O)Nc4ccccc4)cc3C(=O)N([C@H](C)CO)C[C@H]2C)cc1 | -0.1
C[C@@H]1CN([C@H](C)CO)C(=O)c2cccc(NC(=O)C3CCCCC3)c2O[C@H]1CN(C)S(=O)(=O)c1ccc(Cl)cc1 | 0.7
C[C@@H]1CCCCO[C@H](CN(C)S(C)(=O)=O)[C@@H](C)CN([C@H](C)CO)C(=O)c2cc(NS(=O)(=O)c3cccs3)ccc2O1 | -2.8
Cc1ccc(-c2ccc([C@@H]3[C@H](CO)N4CCCCN(C(=O)Nc5cccc(F)c5)C[C@@H]34)cc2)cc1 | 0.7
CCCN1C[C@@H](C)[C@@H](OC)CN(C)C(=O)c2ccc(NS(=O)(=O)c3ccccc3)cc2OC[C@H]1C | -2.7
CCCNC(=O)N[C@@H]1C=C[C@@H](CC(=O)NC2CCC2)O[C@H]1CO | 1.6
C[C@@H]1CN([C@@H](C)CO)C(=O)c2cc(NC(=O)CCC(F)(F)F)ccc2O[C@@H](C)CCCCO[C@@H]1CN(C)Cc1ccncc1 | -2.7
CCCNC(=O)Nc1ccc2c(c1)OC[C@@H](C)N(C(=O)CC)C[C@H](C)[C@@H](OC)CN(C)C2=O | 0.4
Cc1noc(C)c1NC(=O)N(C)C[C@H]1OCCCC[C@@H](C)Oc2ccc(NC(=O)c3ccncc3)cc2C(=O)N([C@@H](C)CO)C[C@@H]1C | -3.6
CC(C)NC(=O)N(C)C[C@H]1Oc2ccc(NC(=O)CCN3CCOCC3)cc2C(=O)N([C@H](C)CO)C[C@H]1C | -2.6
COc1ccccc1-c1ccc2c(c1)O[C@H](CN(C)C(=O)c1cccnc1)[C@@H](C)CN([C@@H](C)CO)S2(=O)=O | 1.2
CO[C@H](CN(C)C(=O)c1ccccc1F)[C@@H](C)CN([C@@H](C)CO)S(=O)(=O)c1ccc(C)cc1 | -0.2
CNC(=O)C[C@@H]1CC[C@@H]2[C@H](COc3ccc(NC(=O)C4CC4)cc3C(=O)N2C)O1 | -2.3

Twelve structures out of the list, arranged by SMILES length, descending.
SMILES | Mtb BioA inh
C[C@H]1CN([C@@H](C)CO)C(=O)c2cc(NC(=O)Cc3cn(C)c4ccccc34)ccc2O[C@@H]1CN(C)C(=O)Nc1ccc2c(c1)OCO2 | -1.6
C[C@@H]1CN([C@@H](C)CO)C(=O)c2cc(NC(=O)CCC(F)(F)F)ccc2O[C@@H](C)CCCCO[C@@H]1CN(C)Cc1ccncc1 | -2.7
C[C@H]1CN([C@@H](C)CO)C(=O)c2cccc(NC(=O)C3CCCCC3)c2O[C@@H]1CN(C)C(=O)Nc1ccc(C(F)(F)F)cc1 | 0.2
C[C@H](CO)N1C[C@H](C)[C@H](CN(C)Cc2ccc(Oc3ccccc3)cc2)Oc2c(NC(=O)c3nc4ccccc4s3)cccc2C1=O | -2.4
C[C@H](CO)N1C[C@H](C)[C@H](CN(C)Cc2ccc3c(c2)OCO3)Oc2c(NC(=O)C3CCCCC3)cccc2C1=O | 0.0
CCCN1C[C@@H](C)[C@@H](OC)CN(C)C(=O)c2ccc(NS(=O)(=O)c3ccccc3)cc2OC[C@H]1C | -2.7
C[C@@H]1CN([C@@H](C)CO)C(=O)c2cc(C3=CCCC3)cnc2O[C@@H]1CN(C)Cc1cccc(F)c1 | 2.5
CO[C@H]1CN(C)C(=O)c2cc(NC(=O)NC(C)C)ccc2OC[C@H](C)N(Cc2ccccc2)C[C@H]1C | 3.9
CNC(=O)C[C@@H]1CC[C@@H]2[C@H](COC[C@@H](O)CN2S(=O)(=O)c2ccccc2Cl)O1 | -2.1
COC(=O)C[C@H]1CC[C@H]2[C@@H](COC[C@@H](O)CN2S(=O)(=O)c2cn(C)cn2)O1 | -0.6
COc1ccccc1C#Cc1ccc([C@@H]2[C@H]3CN(C(=O)C4CC4)CCCCN3[C@H]2CO)cc1 | -0.9
CCC(=O)N1CCCCN2[C@H](C1)[C@@H](c1ccc(C#CCOC)cc1)[C@@H]2CO | -2.1
